FXIa single inh – blocks human coagulation factor XIa activity. P03951. purified human FXIa, fluorogenic AMC substrate cleavage. inhibition, % at 10 µM. hit rate 0.3% among 33,000. AID 687;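 active means inhibition above 40% in the primary screen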;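 further: 0% = enzyme without compound and 100% = blank wells lacking enzyme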
Target sequence (P03951 19-387 limits assumed): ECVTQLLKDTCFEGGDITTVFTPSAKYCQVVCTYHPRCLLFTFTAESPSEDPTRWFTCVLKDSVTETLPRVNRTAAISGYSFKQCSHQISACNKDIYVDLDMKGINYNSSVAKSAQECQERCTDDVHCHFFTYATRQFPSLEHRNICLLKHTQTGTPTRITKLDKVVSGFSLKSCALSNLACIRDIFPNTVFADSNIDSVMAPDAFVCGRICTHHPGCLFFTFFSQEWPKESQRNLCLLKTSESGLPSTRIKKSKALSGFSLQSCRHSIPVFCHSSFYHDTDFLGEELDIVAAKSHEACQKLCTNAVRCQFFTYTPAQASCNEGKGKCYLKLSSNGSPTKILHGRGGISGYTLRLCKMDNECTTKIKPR
Target sequence (P03951 388-625 limits assumed): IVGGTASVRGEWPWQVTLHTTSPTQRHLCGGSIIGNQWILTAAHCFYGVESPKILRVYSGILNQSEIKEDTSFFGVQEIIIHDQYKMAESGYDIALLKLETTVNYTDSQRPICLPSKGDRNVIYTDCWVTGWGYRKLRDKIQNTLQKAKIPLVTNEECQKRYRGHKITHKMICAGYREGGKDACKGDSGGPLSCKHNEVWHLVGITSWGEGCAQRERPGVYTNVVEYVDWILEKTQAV
FXIIa inh – inhibitors of human coagulation factor XIIa | P00748 | hit rate 0.2% among 33,000 | purified human FXIIa, AMC substrate fluorescence, 2 h | inhibition, % at 10 µM | AID 701; in the data active means inhibition above about 30%;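 further: 0% = enzyme with vehicle only and 100% = no enzyme blank; many of its hits are not listed in these tables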
* marks the source's active call; other numbers are inactive results. The list is partial (hit frequency here may not be typical).

FXIa single inh,FXIIa inh,Structure
-8,5,CC(c1ccccn1)N(CCN(C)C)C(=S)Nc1ccccc1F (stereo not given)
-1,4,O=C(Nc1ccc2c(c1)OCO2)Nc1ccc(Br)cn1
7,3,CC(C)C[C@@H](N)c1nnc(SCC(=O)c2ccc(Cl)cc2)o1
-2,2,CC(C)SC1=NC(C)(C)C=C(/C=C/c2c(Cl)cccc2Cl)N1
-5,10,CC(C)(C)c1ccc(S(=O)(=O)NC(Cc2ccccc2)C(=O)O)cc1 (stereo not given)
-46,-7,CCOC(=O)/C(=N\Nc1ccccc1)c1csc(Nc2ccc(C)cc2)n1
5,4,O=C(c1ccc2c(=O)n(C3CCCC3)c(=S)[nH]c2c1)N1CCc2ccccc21
0,-3,COc1ccc2c(-c3ccccc3)cc(N3CCOCC3)nc2c1
0,5,CCOC(=O)N1CCN(S(=O)(=O)c2ccc(OC)c(OC)c2)CC1
-11,0,Cc1snc2sc(C(=O)c3ccc(Br)cc3)c(N)c12
28,-10,CCOc1ccccc1NC(=O)Nc1cccc(C(C)=O)c1
-5,10,c1nnnn1C12CC3CC(CC(C3)C1)C2
2,3,CCOC(=O)c1cnc(SCc2ccc(C)cc2)nc1N
0,3,Nc1nnc(-c2cccc(Cl)c2Cl)c(N)n1
3,9,O=C(Oc1cccnc1)c1cc(S(=O)(=O)N2CCOCC2)ccc1Cl
1,-9,CN1CCn2c1nc(N1CCCCC1)nc2=O
-2,-3,COc1ccc(OC)c(S(=O)(=O)Nc2cccnc2)c1
-1,-7,CCOC(=O)N1CCC(NC(=O)CN(C)S(=O)(=O)c2cc3c(cc2Cl)NC(=O)CO3)CC1
0,3,O=C(COC(=O)c1cncc(Br)c1)NCc1ccco1
3,8,Cc1cccc(N(CC(=O)NC2CCCCC2)C(=O)c2c(C)noc2C)c1
1,13,Cc1cc(OCC(=O)NCC(C)C)cc(C)c1Br
1,2,Cc1ccc(S(=O)(=O)Nc2ccccc2C(N)=O)cc1
-1,-2,COc1ccc(NS(=O)(=O)c2ccc(Br)s2)cc1OC
0,-18,COc1ccc(Cc2nnc(SCc3nc4ccccc4c(=O)[nH]3)o2)cc1
-3,6,CCC(=O)N(CCC1(C(C)C)CCOC(C)(C)C1)Cc1ccco1 (stereo not given)
10,6,Cc1ccc(Sc2ccc(/C=N/O)cc2[N+](=O)[O-])cc1
30,-12,CCN1CCN(C(=O)c2ccc(CS(=O)(=O)Cc3ccccc3F)o2)CC1
-4,4,O=C(CCS(=O)(=O)c1ccc(Br)cc1)N1CCN(c2ccccc2)CC1
8,8,CCOc1ccccc1CNC(=O)Cn1c(=O)oc2ccccc21
7,5,CCOC(=O)c1cc(C)sc1NC(=O)C1CCC1
9,4,Cc1ccccc1OCCSc1nnc(C)n1-c1ccccc1
3,5,c1ccc(CNc2ncnc3c2oc2ccccc23)nc1
-6,0,CCCCOc1ccc(C(O)(CC)CCN2CCOCC2)cc1 (stereo not given)
-7,5,Cc1ccc(S(=O)(=O)NCC2CCC(C(=O)O)CC2)cc1 (stereo not given)
3,8,COc1cc2c(cc1OC)C(C(=O)NCc1ccco1)C1c3ccccc3CCN1C2=O (stereo not given)
-6,8,Cc1cc(Nc2nc3ccccc3nc2Cl)n(-c2ccc([N+](=O)[O-])cc2)n1
28,-12,CC(=O)NC1(C(F)(F)F)C(=O)N(Cc2ccccc2)C2=C1C(=O)CC(C)(C)C2 (stereo not given)
3,9,CC1(C)CC(=O)C2=C(C1)N(Cc1ccco1)C(=O)C2(NC(=O)c1ccc(Cl)cc1Cl)C(F)(F)F (stereo not given)
2,6,Cc1ccc(NC2=NCCCCC2)cc1
-1,4,COc1ccc(S(=O)(=O)N2CCN(C(=O)c3c(-c4ccccc4)noc3C)CC2)cc1
6,6,CCOC(=O)C1=C(O)/C(=C/c2cc(OC)c(OC)c(OC)c2)N=C1C
12,5,Oc1c(Cl)cc(Cl)c(Cl)c1Cc1c(O)c(Cl)cc(Cl)c1Cl
0,-9,Cc1nc2cc(NC(=O)Nc3nccs3)ccc2n1C
-2,4,O=S(=O)(c1ccccc1)c1nc(-c2ccccc2Cl)oc1NCCN1CCOCC1
0,19,c1ccc(COCCN2CCN(CCOCc3ccccc3)CC2)cc1
-4,4,N=C1C(=O)OCC1c1cc(Cl)ccc1NC(=O)Nc1ccccc1 (stereo not given)
0,6,COc1cccc(NC(=O)N2CCC(C(N)=O)(N3CCCCC3)CC2)c1
-1,7,COCc1nc(-c2cc(Br)ccc2OC)no1
10,5,CC1(C)C(=O)OC(C(=O)c2ccc(C(C)(C)C)cc2)C(C)(C)C1=O (stereo not given)
3,5,CC1=Nc2ccccc2NC(=O)C1Sc1nnc(C)s1 (stereo not given)
-7,5,C=CCc1ccc(OCCCCN2CC(C)OC(C)C2)c(OC)c1 (stereo not given)
10,2,Cc1ccc(S(=O)(=O)Nc2c(C)nn(C)c2C)cc1
25,-10,Cc1onc(-c2ccccc2)c1C(=O)NCc1cccs1
-2,-2,CC(C)OC(=O)CSc1nnc(-c2ccc(Cl)cc2)n1N
-2,-20,CC1=C(C#N)C(c2cccnc2)C2=C(CC(C)(C)CC2=O)N1 (stereo not given)
-9,6,O=P(O)(CCc1ccccc1)C(O)c1ccccc1 (stereo not given)
-8,5,COc1cc(NC(=O)c2ccc3c(c2)OCO3)c2ncccc2c1
6,5,CC[C@H](C)C(=O)O[C@H]1C[C@@H](C)C=C2C=C[C@H](C)[C@H](CC[C@@H]3C[C@@H](O)CC(=O)O3)[C@H]21
-4,2,c1ccc2sc(C3CCN(Cc4nnnn4Cc4ccc5c(c4)OCO5)CC3)nc2c1
3,4,CN(CC(=O)NCc1ccccc1)S(=O)(=O)c1cnc[nH]1

Part of the list above, reformatted.
compound,FXIa single inh,FXIIa inh
CC(C)OC(=O)CSc1nnc(-c2ccc(Cl)cc2)n1N,-2,-2
Oc1c(Cl)cc(Cl)c(Cl)c1Cc1c(O)c(Cl)cc(Cl)c1Cl,12,5
COCc1nc(-c2cc(Br)ccc2OC)no1,-1,7
C=CCc1ccc(OCCCCN2CC(C)OC(C)C2)c(OC)c1 (stereo not given),-7,5
Cc1nc2cc(NC(=O)Nc3nccs3)ccc2n1C,0,-9

Sorted by value in FXIIa inh (high to low): some entries from above.
FXIa single inh,FXIIa inh,Structure
10,6,Cc1ccc(Sc2ccc(/C=N/O)cc2[N+](=O)[O-])cc1
-4,4,O=C(CCS(=O)(=O)c1ccc(Br)cc1)N1CCN(c2ccccc2)CC1
0,3,O=C(COC(=O)c1cncc(Br)c1)NCc1ccco1

Next part.
FXIa single inh,FXIIa inh,Structure
29,-11,CCOC(=O)C1CCCN(S(=O)(=O)c2ccc(OC)cc2)C1 (stereo not given)
-5,6,O=C(Nc1cccc(Cl)c1)N1CCCC1
10,6,O=C1CC(c2ccc(S(=O)(=O)Nc3cc(C(F)(F)F)cc(C(F)(F)F)c3)cc2)CN1 (stereo not given)
-13,-15,CCOC(=O)CC(=O)CSc1nc2c(cc1C#N)CCC2
0,4,CCOc1ccc2nc(NCCO)[nH]c2c1
7,9,O=C(CN1CCC(C(=O)c2ccc(F)cc2)CC1)Nc1ccc(F)cc1
5,7,O=[N+]([O-])c1ccc(-c2nnc(CSc3nc(-c4ccccc4)nc4ccc(F)cc34)o2)cc1
-8,5,O=C(OCCNC(=O)c1ccc2ccccc2n1)c1ccc(F)cc1
-3,2,O=C(NCC1CCCO1)C1CCN(C(=O)c2ccc(Cl)cc2)CC1 (stereo not given)
6,1,CN=C(C)c1c(O)c2ccccc2oc1=O
-6,-1,c1csc(C2=Nn3c(nnc3-c3ccncc3)SC2)c1
-2,5,Fc1ccc(CN(Cc2ccccc2)C(c2cccs2)c2nnnn2C2CCCCC2)cc1 (stereo not given)
-1,12,COc1ccc(NC(=O)C(CCS(C)(=O)=O)N2C(=O)c3ccccc3C2=O)cc1 (stereo not given)
-2,4,CCOc1ccc(-c2c[n+](=O)c3c(n2[O-])CCCC3)c(OCC)c1
0,7,O=C(NNC1=C(C(=O)C(F)(F)F)CCC1)c1cccc(O)c1
-8,3,COC(=O)C1CCN(S(=O)(=O)c2ccc(NC(C)=O)cc2)CC1
32,-16,O=C(Nc1cccc(-c2nnc(-c3ccccc3)o2)c1)C1CCCCC1
-5,6,CCOC(CNC(=O)c1cc(C)nn1-c1ccccc1)OCC
5,7,CCc1nnc(NC(=O)Nc2ccc(OC)cc2)s1
-5,7,COCCCNC(=O)Cn1cc(C(=O)c2cccs2)c2ccccc21
3,4,CCCCN(C(=O)c1cnc2n(c1=O)CCS2)c1ccccc1
5,7,COc1cc(C(=O)Nc2ccccc2N2CCN(S(C)(=O)=O)CC2)cc(OC)c1OC
-5,2,N/C(Cc1cccs1)=N\OC(=O)COc1ccc(Cl)cc1Cl
-1,7,CC(=O)c1ccc(Oc2cc(C)nc(NCc3ccccc3)n2)cc1
27,-13,Cc1nc2c(C#N)c[nH]n2c(=O)c1Cc1ccccc1
-5,-1,N#Cc1cc2c(nc1SCC(O)CS(=O)(=O)Cc1ccc(Cl)cc1)CCCC2 (stereo not given)
-2,5,O=C1CCCC2=C1C(c1ccc(Cl)cc1)N1C(=O)CCSC1=N2 (stereo not given)
25,-12,COc1ccc(-c2csc(NC(=O)c3cccc(S(=O)(=O)N4CCN(C)CC4)c3)n2)cc1
-1,4,N#Cc1ccc(OCc2nnc(SCC(=O)c3ccccc3)n2-c2ccccc2)cc1
5,5,Cc1ccc(NC(=O)Nc2ccccc2C#N)c(Cl)c1
5,5,COc1ccc(-c2cn[nH]c2N)cc1
7,5,CCOCCCNC(=O)CNC(=S)N(Cc1ccccc1F)C1CCCCC1
-6,12,COC(=O)c1sccc1NC(=O)c1ccc(OC)cc1
-1,-16,CCOc1cc(C(=O)NC(C)c2ccncc2)cc(OCC)c1OCC (stereo not given)
-3,5,COc1ccc(OC)c(S(=O)(=O)Nc2ccc(C)c(C)c2)c1
40,-10,CC1=NOC(=O)/C1=C\c1ccc(-c2cccc(Cl)c2)o1
-10,4,CCC1(C)N([O-])C(C)=C(c2ccccc2)[N+]1=O (stereo not given)
2,6,Cc1cc(C)nc(-n2nc(C)cc2NC(=O)CNCc2ccccc2)n1
8,6,CCCCCOc1ccc(Br)cc1/C(C)=N/NC1=NCCN1
-3,7,CC1(C)Cc2ccccc2C(N)=C1C#N
-1,8,CCC(=O)Nc1cccc(-c2nnc(-c3cccc(NC(=O)CC)c3)o2)c1
4,-8,N#Cc1nc(-c2ccccc2F)oc1N1CCCC1
-2,7,CCc1nnc(NC(=O)CSc2nnc(Cc3ccccc3)n2-c2ccc(OC)cc2)s1
2,2,CCOC(=O)c1cc(=O)cc(C(=O)OCC)o1
2,-4,CCOC(=O)C(=O)c1csc(NC(=O)COc2ccc(N(C)S(=O)(=O)c3ccc(F)cc3)cc2)n1
6,7,CC1(C)C(=O)OC(c2c(F)c(F)c(F)c(F)c2F)C2(CCCCC2)C1=O (stereo not given)
9,4,COc1cc(S(=O)(=O)N2CCCCC2)ccc1NC(C)=O
-1,-15,CC(C)OC(=O)c1ccc(NC(=O)Cn2c(-c3nonc3N)nc3ccccc32)cc1
-7,6,O=C(CNCCO)N1CCc2ccccc21
-4,4,COc1ccc(Cl)c(NCCC(=O)O)c1
0,7,O=C(NC(Cc1ccccc1)c1nc2ccccc2[nH]1)C1CC(=O)N(c2ccc3c(c2)OCCO3)C1 (stereo not given)
2,-2,CC1CC(C)CN(CC(=O)N2c3ccccc3CCc3ccccc32)C1 (stereo not given)
6,-7,CCN(Cc1ccccc1)Cc1c(C)[nH]c2c(C)c(C)ccc2c1=O
3,2,CC12CCC(C(=O)Nc3ccc4c(c3)OCCO4)(OC1=O)C2(C)C (stereo not given)
-6,7,CCc1ccc(C2CC(c3ccc(Cl)cc3)=NNC2=O)cc1 (stereo not given)
3,2,CCOc1cc2[nH]c(=O)n(CCC(=O)NCc3ccc(OC)cc3)c(=O)c2cc1OCC
-3,9,CCOc1ccc(S(=O)(=O)NCCSc2ccccc2)cc1
-3,6,Cc1cc(NC(=O)CSc2nnc(Cc3ccccc3)n2C)no1
5,0,N=c1c[n+](N2CCOCC2)[n-]o1
10,4,CCCn1nc(Oc2nc(NCC)nc(NC(C)C)n2)ccc1=O

Part of the list above, as labelled records.
> CCC(=O)Nc1cccc(-c2nnc(-c3cccc(NC(=O)CC)c3)o2)c1
  FXIa single inh = -1
  FXIIa inh = 8
> N#Cc1nc(-c2ccccc2F)oc1N1CCCC1
  FXIa single inh = 4
  FXIIa inh = -8
> CCc1nnc(NC(=O)CSc2nnc(Cc3ccccc3)n2-c2ccc(OC)cc2)s1
  FXIa single inh = -2
  FXIIa inh = 7
> CCOC(=O)c1cc(=O)cc(C(=O)OCC)o1
  FXIa single inh = 2
  FXIIa inh = 2

(next part)
FXIa single inh,FXIIa inh,Structure
-4,2,CCOc1ccc(=O)n(-c2ccccc2)n1
25,-16,CN(C)S(=O)(=O)c1ccc(C(=O)N(c2ccccn2)c2ccccn2)cc1
12,6,COc1ccc(NC(=O)Cn2c(=O)n(Cc3ccco3)c(=O)c3ccccc32)cc1
2,-2,COc1cc(NC(=O)Cn2nc(C(F)(F)F)c3c2CCCC3)cc(OC)c1OC
1,-6,O=C(NC1CCCC1)C1CCC(=O)N1CCc1ccccc1 (stereo not given)
-8,6,Cc1ccc(/C=N\Nc2cn[nH]c(=O)c2Cl)cc1
-3,8,CCOC(=O)c1c(N)n[nH]c1-c1ccc(OC)cc1
5,3,CCCCN(Cc1ccco1)C(=O)c1cc2c(=O)[nH]c3ccc(C)cc3c2s1
13,1,CCCc1nc2ccccc2c(C(=O)OCC(=O)NCc2ccco2)c1CC
3,-13,COC(=O)C1(Cc2ccccc2)NC(c2ccc(F)cc2)C2C(=O)N(C)C(=O)C21 (stereo not given)
-3,1,Cc1ccc(O)c(-c2cc(C(F)(F)C(F)F)[nH]n2)c1
6,7,CCc1nc(N2CCN(C(=O)c3ccco3)CC2)c2c3c(sc2n1)CCCC3
1,4,COc1ccc(S(=O)(=O)N(C)CC(=O)Nc2ccc3c(c2)OCCO3)cc1OC

High-throughput results from PubChem.
